Pf Dd2 inh: inhibitors of Plasmodium falciparum Dd2 growth; P. falciparum Dd2 growth, SYBR Green, 72 h; Potency, µM (highest dose often 28.9 µM), inactives show at the top dose activity, negative = inhibition, most hits filed as inhibitors; hit rate 4.3% among 120,000; active = well fitted inhibition curve with a large enough effect; inconclusive = small, poorly fitted or top-dose-only effect; inactive = no such curve, though single readings can be large or run the other way;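 note: plate controls were DMSO vehicle for no effect and reference drug for full effect; nearly all actives have a fitted effect of over 65% in size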
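Infected erythrocytes (Dd2, 0.3% parasitemia, 2.5% hematocrit final) are added to compound in RPMI-1640/Albumax II medium, grown 72 h at 37C in low oxygen, then lysed with saponin/Triton-X containing SYBR Green and read by fluorescence.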
The depositor's hits bear a star; i = inactive; ? = inconclusive; [ ] = another dose, or the depositor's remark. Potency is the fitted concentration of half-maximal effect. The list is partial; the hit share may differ from the screen's.

SMILES	Pf Dd2 inh
COc1ccc(O[C@H]2COCCN(C(=O)c3cccc(F)c3)C2)cc1	-6%[44.1 µM]
COCCNC(=O)[C@@H]1C[C@H](Oc2cccnc2)CN1C(=O)c1nccc2ccccc12	-9%
CCC(=O)C1=C(c2ccc(Cl)cc2)N(C(=O)CC)n2c(C)nnc2S1	2.8µM*
COc1ccc(CN2CC(Oc3ccc(OC)cc3)C2)cc1	-22%[44.1 µM]
N#Cc1ccc(CN2CCCC3(Cc4ccccc4CNC3=O)C2)cc1 (stereo not drawn)	-23%
COc1cc2c(cc1CCc1ccccc1)N(C(=O)c1ccc3[nH]ccc3c1)CC21CCN(C(C)=O)CC1	?
CC(C)n1c(CCNC(=O)CC[C@H]2NC(=O)c3ccccc3NC2=O)nc2ccccc21	-19%
CCOc1ccccc1C(=O)N1CCC(N2CC3CC(C2)[C@H]2CCCC(=O)N2C3)CC1 (stereo partly drawn)	-7%
O=C(CCc1nc2ccccc2s1)NCC1Cn2cccc2CN1Cc1ccccc1 (stereo not drawn)	?
CCCNC(=O)N1[C@H]2CC[C@@H]1c1cnc(-c3ccc(F)cc3)nc1C2	?
O=C(NC1CCCC1)C1CCCN(C2CCN(C3Cc4ccccc4C3)CC2)C1 (stereo not drawn)	-12%
CNC(=O)CCn1ncc2cc(OCc3ccccc3-c3ccc(OC)cc3Cl)ccc21	?
Cc1ccccc1C(=O)N1CCCN(c2cc(-c3ccc(Cl)cc3)[nH]n2)CC1	?
CN(C)C[C@H]1O[C@@H]2C[C@@H](CC(=O)N3CCOCC3)O[C@@H]2[C@@H]1O	8%[44.1 µM]
CCOC(=O)c1c(C)[nH]c(C)c1S(=O)(=O)N1CCC(C(=O)Nc2cc(Cl)ccc2OC)CC1	-1%
CCc1noc(-c2nc(-c3ccc(OC)c(OC)c3)no2)n1	?
COc1cc2c(cc1OCC1CC1)NC(=O)C21CCN(C(=O)Cc2ccccc2)CC1	i
O=C(NC1CC(=O)N(c2ccc(Cl)cc2)C1)c1ccc2c(c1)OCO2 (stereo not drawn)	5%
O=C(CCCc1cccs1)N1CCC2(CC1)[C@H](O)C[C@@H]2OCCO	-12%
Cc1ccc(CCNc2nc3c(S(=O)(=O)c4ccccc4)nnn3c3ccsc23)cc1	?
CCOc1ccc(CC(=O)N2C[C@@H](COC)[C@H](C(N)=O)C2)cc1	1%
COc1ccccc1-c1onc(C)c1C(=O)NCCc1ccc(F)cc1	i
CCOc1ccc(OCC)c(Nc2nc3ccc(Cl)cc3n3cnnc23)c1	23%
COCCc1nncn1C1CCN(S(=O)(=O)c2cc(F)cc(F)c2)CC1	-3%
COc1ccc(C(=O)NCC(=O)N2CCCCCCNC(=O)CC2c2ccccc2)c(OC)n1 (stereo not drawn)	8.9µM*
COc1ccc(N2CCN(CCCNC(=O)c3ccc4nc(CCc5ccccc5)oc4c3)CC2)cc1	?
Cc1ccc(-c2cc3c(=O)n(CCNC(=O)Cc4ccsc4)ccn3n2)cc1C	-11%
O=C(c1cccc(Cl)c1)N1CCC2(CC1)CC(=O)N(c1ccccc1)c1ccccc1O2	?
COc1cccc(CN2C(=O)OC3(CCN(Cc4ccccc4OC)CC3)C2(C)c2cccnc2)c1 (stereo not drawn)	1.1µM*
COc1ccccc1N1CCN(S(=O)(=O)c2c(C)sc3ncn(CC(=O)Nc4ccc(C(F)(F)F)cc4)c(=O)c23)CC1	9%
Cc1cccc(-c2nc3c4ccccc4nc(N4CCN(c5ccc(F)cc5)CC4)n3n2)c1	-3%
O=C(O)c1ccccc1C(=O)N[C@H]1CO[C@H]2[C@@H]1OC[C@@H]2n1nnnc1-c1ccc2c(c1)OCO2	i
Cc1ncoc1C(=O)N1CCCCCCn2c(nnc2-c2ccc(F)cc2)CC1	i
CCn1cc(C(=O)N2CCN(c3cc(Cl)ccc3C)CC2)c(=O)c2cc(S(=O)(=O)N3CCCC3)ccc21	1%
O=C(Nc1cccc(F)c1)N1CCCC(c2nn[nH]n2)C1 (stereo not drawn)	19%
Cc1ccc(NS(=O)(=O)c2c(C)nc3sccn3c2=O)c(Cl)c1	12%
O=C(CCc1nc2cccnc2n1-c1ccccc1)Nc1ccc(Cl)c(Cl)c1	?
CCOC(=O)c1noc2nc(C)n(CC(=O)Nc3cc(Cl)ccc3OC)c(=O)c12	45%[activator][5.79 µM]
CC(C)CN1Cc2ccccc2-n2ccnc2C12CCN(C(=O)c1ccccc1F)CC2	?
CCc1ccccc1NC(=O)C1COc2ccccc2C1 (stereo not drawn)	66%[activator]
Cc1ccc2c(c1)N(C(=O)N1CCC(C(=O)NCc3ccccc3F)CC1)CC(C)O2 (stereo not drawn)	?
O=c1c2nc(OCc3ccc(-n4cccn4)cc3)ccc2ncn1Cc1ccccc1	?
CCNC(=O)Nc1ccc(OCC(=O)N2CCC(C)CC2)nc1	i
Cc1cccc(N2CCN(C(=O)CN3C(=O)COc4ccc(S(=O)(=O)N5CCCC5)cc43)CC2)c1C	-3%
Cc1cccc(CC(=O)N2[C@@H]3CC[C@H]2CC(NC(=O)c2ccncc2)C3)c1 (stereo partly drawn)	10%
COc1ccccc1NC(=O)c1c(C)cc(C)nc1SCC(=O)c1ccc(Cl)cc1	8%
O=C1NC2(CCCN(C(=O)Cc3ccccc3)C2)Oc2ccccc21 (stereo not drawn)	i
Cc1cccc(N2CCN(C(=O)c3oc(=O)c4ccccc4c3-c3ccccc3)CC2C)c1 (stereo not drawn)	?
CCOc1ccccc1NC(=O)C(CC(C)C)NS(=O)(=O)c1ccc2c(c1)oc(=O)n2C (stereo not drawn)	i
CCC1CCCCN1CCCNC(=O)CN1C(=O)CSc2ccc(S(=O)(=O)N3CCOCC3)cc21 (stereo not drawn)	14%
Going on with the list.
SMILES	Pf Dd2 inh
COc1ccc(-c2oc3ncn4nc(-c5ccccc5Cl)nc4c3c2-c2ccc(OC)cc2)cc1	3%
COCC(=O)N[C@@H]1CN(C2CCOCC2)CC[C@@H]1CO	5%
O=C(Cn1ccn2nc(-c3ccccc3)c(CO)c2c1=O)Nc1ccc2c(c1)OCCO2	-13%
Cn1cc([C@@H](NC(=O)CCc2cn3ccccc3n2)C2CC(O)C2)cn1 (stereo partly drawn)	3%
CCn1cc(S(=O)(=O)N2CC[C@@H]3C(=O)NCCCCCCN(Cc4ccncc4)[C@@H]3C2)cn1	?
Cc1cccc(Cn2cc(C(=O)Nc3ccc(S(N)(=O)=O)cc3)ccc2=O)c1	-6%
COCC(=O)N[C@H]1C[C@H]2C(=O)NC[C@@H](CCC(=O)N3CCN(c4ccccc4)CC3)N2C1	2%
O=C(Nc1ccccc1F)N1CCC(N2C(=O)C3(CCCCC3)C2c2ccncc2)CC1 (stereo not drawn)	4.5µM*
COc1ccc(Nc2nnc(-c3ccc(C)c(S(N)(=O)=O)c3)c3ccccc23)cc1	?
CCOc1ccccc1NC(=O)N(C)CCc1c(C)nn(CC)c1C	-2%
CCn1cc2c3c(cccc31)CN(C(=O)Cc1ccccc1C)CC2	i
O=C1Nc2ccc(-c3ccc(F)cc3F)cc2C(=O)N2C[C@H](O)C[C@@H]12	-13%[44.1 µM]
Cc1noc(C)c1C(=O)N1CC(N(Cc2cccnc2)CC(C)C)C1	-3%
CC(=O)Nc1ccc(C2(C(=O)NCc3ccccc3C)CCC2)cc1	2%
Cc1cc(CNC(=O)[C@@H]2CCC[C@@H](NC(=O)C3CC3)CN(C)C(=O)C2)no1	32%[activator][44.1 µM]
O=C(NCCc1ccccc1)C1CCCN(C2CCN(Cc3ccncc3)CC2)C1 (stereo not drawn)	10µM*
Cc1cccc(C(=O)N(Cc2ccco2)Cc2ccccc2F)c1	16%
Cc1ccc(N2CC(c3nnc(Cc4ccc(F)cc4Cl)o3)CC2=O)cc1 (stereo not drawn)	-15%
COc1ccc(-n2nc3n(c2=O)CCN(CC2CCCCC2)C3)cc1	-15%
Cc1cc(-c2cccc(OCCn3ccnc3)c2)ccn1	-10%
CC(=O)N1CCC([C@@H]2CN(Cc3ccc(Br)cc3)C[C@H]2CO)CC1	?
Cc1ccc(NC(=O)c2ccc3c(c2)N(C)C2CCCCCN2C3=O)c(F)c1 (stereo not drawn)	i
COc1cccc(CNC(=O)c2cnc3sc(N4CCCC4)nn3c2=O)c1OC	49%[activator]
CC1=C(C(=O)OC2CCCC2)C(c2ccc(F)cc2F)CC(=O)N1 (stereo not drawn)	-12%
COc1cccc(-n2nnc(-c3nc(-c4ccccc4F)no3)c2C)c1	-9%
CCCCCC(=O)Nc1nc2c(s1)C[C@@H]1[C@](C)(CO)[C@H](O)CC[C@@]1(C)[C@@H]2CC(=O)Nc1ccccc1	?
COc1cccc2c1Oc1nc(-c3ccccc3)nc(SCC(=O)N3CCCCC3)c1C2	-23%
CN1Cc2ncnc(N3CCOCC3)c2CN(c2cccnc2)C1=O	23%[44.1 µM]
CCCS(=O)(=O)N1C[C@@H](Oc2ccccc2)C[C@@H]1C(=O)NCCOC	1%
CCOc1ccc(CN(CCc2ccc3c(c2)OCO3)Cc2ccc(CC)cc2)cc1	-14%

Ordered by length of the SMILES (low to high): some entries from above.
SMILES	Pf Dd2 inh
COc1ccc(CN2CC(Oc3ccc(OC)cc3)C2)cc1	-22%[44.1 µM]
CCNC(=O)Nc1ccc(OCC(=O)N2CCC(C)CC2)nc1	i
N#Cc1ccc(CN2CCCC3(Cc4ccccc4CNC3=O)C2)cc1 (stereo not drawn)	-23%
CC1=C(C(=O)OC2CCCC2)C(c2ccc(F)cc2F)CC(=O)N1 (stereo not drawn)	-12%
O=C(NCCc1ccccc1)C1CCCN(C2CCN(Cc3ccncc3)CC2)C1 (stereo not drawn)	10µM*
Cc1ccc(NC(=O)c2ccc3c(c2)N(C)C2CCCCCN2C3=O)c(F)c1 (stereo not drawn)	i

Next results.
SMILES	Pf Dd2 inh
O=C(Nc1ccc(Oc2ccccc2)cc1)O[C@@H]1CO[C@H]2[C@@H]1OC[C@@H]2NC(=O)c1ccc(C(F)(F)F)cc1	i
COCCn1c(CO)nnc1C1CC(NC(=O)Cc2nc(C)sc2C)C1 (stereo not drawn)	1%
CCn1nccc1C(=O)N1C[C@@H](Oc2ccccc2)C[C@H]1C(=O)N1CCOCC1	2%
Cc1cnc(C(=O)NC2C[C@H]3CC[C@@H](C2)N3C(=O)CCc2ccccc2)cn1 (stereo partly drawn)	i
O=C(C1CC2(CCNCC2)CN1)N1CCC(c2nc3ccccc3[nH]2)CC1 (stereo not drawn)	28%
COCCCNC(=O)C(=O)Nc1c2c(nn1-c1cccc(Cl)c1)CSC2	-21%
Nc1c(-c2nc(-c3ccc4c(c3)OCO4)cs2)c2ccccn2c1C(=O)c1ccc(Cl)cc1	56%[activator]
Cc1noc(C)c1-c1cc2c(cc(C)n2C)c(NCCN(C)C)n1	?
NCc1cccc(-c2ccc(O)cc2)c1	-20%[44.1 µM]
CS(=O)(=O)c1ccc(CN2Cc3[nH]cnc3C[C@H]2C(=O)NCc2ccc(C(F)(F)F)cc2)cc1	-9%

Reprinted from the part before: four entries, followed by the next part.
SMILES	Pf Dd2 inh
Nc1c(-c2nc(-c3ccc4c(c3)OCO4)cs2)c2ccccn2c1C(=O)c1ccc(Cl)cc1	56%[activator]
Cc1noc(C)c1-c1cc2c(cc(C)n2C)c(NCCN(C)C)n1	?
NCc1cccc(-c2ccc(O)cc2)c1	-20%[44.1 µM]
CS(=O)(=O)c1ccc(CN2Cc3[nH]cnc3C[C@H]2C(=O)NCc2ccc(C(F)(F)F)cc2)cc1	-9%
COC(=O)c1cc(NC(=O)CCc2c(C)nc3c4c(C)cc(C)nc4nn3c2C)cc(C(=O)OC)c1	36%[activator]
CS(=O)(=O)c1ccc(CN2CCN3C(=O)N(c4ccccc4)C[C@H]3C2)cc1	-23%[44.1 µM]
COc1ccc(-c2cc3ncc(C(=O)c4cc([N+](=O)[O-])ccc4O)cn3n2)cc1	-4%
O=C(NC1CC1)c1nc(-c2cccnc2)c2cnccn12	?
Cc1nnc([C@@H]2CC(F)(F)CN2C(=O)c2ccc3ccccc3n2)o1	67%[activator]
Cc1cccc(CC(=O)N2CCC3(CC2)CC(OCC2CC2)CCO3)c1 (stereo not drawn)	-5%
CCOC(=O)c1ccc(NC(=O)CCCn2c(=O)c3cccn3c3ccccc32)cc1	?
CC1=C[C@@H](CNC(C)C)[C@H](C(C)C)C[C@H]1Cc1nnc(-c2ccc([N+](=O)[O-])cc2)o1	?
O=C1NC(=O)C(CCC(=O)N2CCCN(Cc3ccccn3)CC2)N1 (stereo not drawn)	-4%
COc1ccc(S(=O)(=O)NCC(c2cccs2)S(=O)(=O)c2ccc(C)cc2)cc1F (stereo not drawn)	i
Cc1cnn(C2(C(=O)O)CCN(C(=O)CCc3cnn(C)c3)CC2)c1	-12%
Cc1ccc(S(=O)(=O)c2nc(S(C)(=O)=O)sc2N(C)Cc2ccccc2)cc1	?
CCn1ncc(N2CCCC(CC(=O)NCCc3ccccn3)C2)cc1=O (stereo not drawn)	-24%
Cc1csc2nc(COc3ccc(NC(=O)COc4ccccc4F)cc3)cc(=O)n12	?
Cc1ccccc1Nc1c(-c2ccc(Br)o2)nc2ccc(Cl)cn12	?
COCCNC(=O)c1ccc2c(c1)NC(C)(COc1ccc(OC)cc1)CO2 (stereo not drawn)	i
O=C(c1cc2ccc3cccnc3c2[nH]1)N1CCN(c2ccccc2)CC1	i
Cc1cn2cc(C(=O)N3CCCCC3c3ccc(F)cc3)ccc2n1 (stereo not drawn)	i
CCCN(C)C(=O)c1ccc(-c2nnc3ccc(NC(=O)C4CCC4)cn23)cc1	?
CNC(=O)[C@@H]1C[C@H](Oc2ccccc2)CN1C(=O)c1cnccn1	2%
Cc1ccc(C(C(=O)N2CC(n3nc(C)cc3C)C2)N(C)C)cc1 (stereo not drawn)	?
CCCS(=O)(=O)N1CCCC(Cn2c(C3CC3)nc3cccnc32)C1 (stereo not drawn)	-12%
